# IDE inh = cellular human IDE inhibition; P14735; HEK cells, FAbetaB cleavage, fluorescence polarization; inhibition, % at 5.59 µM; 320,000 tested, 0.41% active;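 active = percent inhibition above the average of all tested compounds plus 3 SD, set per screening campaign, cut at about 16% in these data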;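 also: IDE supplied by intact live HEK cells; FP after avidin binding of uncleaved biotin substrate so inhibition keeps polarization high; 0% = DMSO wells and 100% = 60 µM reference IDE inhibitor Ii1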
# NALP1 inh = NALP1 inhibition | S. cerevisiae NALP1/ASC/caspase-1 growth, X-gal OD620, 72 h | inhibition, % at 10 µM | 280,000 tested, 0.61% active; in the data active = inhibition mostly above about 24%, no sharp cut-off; inactive = mostly below about 32%; also: some compounds called inactive have numbers as strong as hits
# IDE act = activators of human insulin-degrading enzyme in cells; P14735; HEK cells, FAbeta-B cleavage, fluorescence polarization; 0% vehicle, 100% cell-free pure enzyme wells; activation, % at 5.96 µM; 340,000 tested, 0.073% active;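 active = activation above the mean of all tested compounds plus 3 SD, set per screening campaign, cut at about 17% in these data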
# GPR7 antag = antagonists of human GPR7 (neuropeptides B/W receptor 1); P48145; GPR7-expressing cells, fluorescence antagonist assay; inhibition, % at 4.4 µM; 290,000 tested, 1.1% active; AID 1861; in the data active = inhibition above about 16%, passing the limit was not always enough;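 also: cells stimulated with the agonist NPW; 0% = agonist with vehicle and 100% = vehicle without agonist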
# Target sequence (P48145 whole entry, looked up): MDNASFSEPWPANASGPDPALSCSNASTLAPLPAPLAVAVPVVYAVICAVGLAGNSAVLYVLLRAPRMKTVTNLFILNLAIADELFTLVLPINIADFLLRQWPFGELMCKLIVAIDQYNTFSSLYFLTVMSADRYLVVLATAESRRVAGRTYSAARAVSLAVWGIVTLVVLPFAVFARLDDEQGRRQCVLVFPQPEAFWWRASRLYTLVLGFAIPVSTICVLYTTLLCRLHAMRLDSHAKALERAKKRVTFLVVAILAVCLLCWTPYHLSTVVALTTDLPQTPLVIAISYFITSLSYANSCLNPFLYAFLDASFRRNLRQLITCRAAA
# pCIP destab = compounds decreasing mouse p/CIP protein stability; Q05BA5; F442A p/CIP-EGFP cells, EGFP fluorescence, 16 h; decrease of EGFP signal, % at 10 µM; 290,000 tested, 0.01% active; AID 1984;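 active = EGFP signal decrease of at least 30% at 10 µM or well 3 SD below plate mean, unless failing retest; inactive = the rest, including hits failing retest or dose response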; also: some compounds called inactive have numbers as strong as hits; many of its hits are not listed in these tables
# M18AAP inhibitor = PfM18AAP enzyme inhibition. recombinant PfM18AAP, H-Glu-NHMec fluorogenic cleavage. inhibition, % at 7.35 µM. 290,000 tested, 1.2% active. AID 1822;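 active = inhibition above the campaign mean inhibition over all tested compounds plus 3 SD, cut at about 28% in these data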;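 also: 0% = plate median of test compound wells and 100% = 2 mM ZnCl2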
# PHOSPHO1 block = blocks human PHOSPHO1 phosphatase activity. Q8TCT1. recombinant PHOSPHO1, absorbance phosphatase assay. inhibition, % at 13.3 µM. 290,000 tested, 1.1% active. AID 1565; in the data active = inhibition above about 60%
# Target sequence (Q8TCT1 whole entry, looked up): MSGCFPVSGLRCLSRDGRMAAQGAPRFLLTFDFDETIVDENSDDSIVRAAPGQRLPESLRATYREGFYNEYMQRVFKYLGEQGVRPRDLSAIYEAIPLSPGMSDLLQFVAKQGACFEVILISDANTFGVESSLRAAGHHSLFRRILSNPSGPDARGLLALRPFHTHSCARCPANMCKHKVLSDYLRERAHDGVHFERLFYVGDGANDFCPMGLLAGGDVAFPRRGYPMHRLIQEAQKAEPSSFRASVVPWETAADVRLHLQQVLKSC
# VIM-2 inhibitor = inhibitors of Pseudomonas aeruginosa VIM-2 metallo-beta-lactamase; purified VIM-2, nitrocefin hydrolysis, epi-absorbance fluorescence; inhibition, % at 5.6 µM; 290,000 tested, 0.89% active; AID 1527;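 active = inhibition above the mean of all tested compounds plus 3 SD, cutoff set per screening run, cut at about 7.5% in these data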;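 also: red hydrolysis product quenches plate fluorescence so inhibitors raise well fluorescence; 0% = enzyme with DMSO and 100% = DMSO without enzyme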
# IMP-1 inh = inhibitors of Pseudomonas aeruginosa IMP-1 metallo-beta-lactamase; purified IMP-1, nitrocefin hydrolysis, epi-absorbance fluorescence; inhibition, % at 5.6 µM; 290,000 tested, 0.45% active; AID 1556;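 active = inhibition above the mean plus 3 SD of all compounds in the same screening run, cut at about 4.5% in these data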;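 also: 0% = IMP-1 with DMSO and 100% = DMSO wells lacking enzyme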
#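 System: Purified recombinant IMP-1 metallo-beta-lactamase enzyme | Measured by: Fluorescence quenching readout, ex 480/em 530 nm | Replication: Singlicate | Incubation: 15 min preincubation plus 25 min reaction at 25 °C | Evaluation: Percent inhibition from optical density relative to buffer-blank wells | Benchmarks: DMSO with and without IMP-1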
# Starred values were filed as active, the others as inactive; x = no result given. An unsorted share of the library; about 5.3% have a hit in one of these screens.
# Values run as follows: IMP-1 inh	M18AAP inhibitor	VIM-2 inhibitor	IDE act	IDE inh	NALP1 inh	PHOSPHO1 block	GPR7 antag	pCIP destab
CCN1CCN(C(=O)CN(c2ccc(F)c(Cl)c2)S(C)(=O)=O)CC1
    -1.9	-3	-2.1	4	-1	-5	28	3	-4
Nn1c(SCC(=O)Nc2ccc3c(c2)OCO3)nncc1=O
    -2.1	-7	-0.4	0	2	2	20	-24	6
COc1ccccc1N1CCN(S(=O)(=O)CCNC(=O)c2cc(OC)c(OC)c(OC)c2)CC1
    -2.6	1	-4.7	3	5	-1	40	1	11
O=C(C[C@H]1C(=O)N(c2ccc(F)c(F)c2)C[C@@H]1Cc1ccccc1)Nc1ccccc1
    -0.8	-6	0.2	1	1	13	-7	-4	-4
CC(=O)Nc1ccc2nc(NC(=O)c3ccc([N+](=O)[O-])o3)sc2c1
    -2.7	2	-3.5	2	0	3	-50	10	-20
CCN(c1ccccc1)S(=O)(=O)c1ccc(C(=O)NCC(c2cccs2)N(C)C)cc1 (stereo not drawn)
    -1.6	-2	-0.6	-1	-1	13	8	18	-2
O=C(Nc1ccc(F)cc1)C1=CC(=O)N2CCN=C2S1
    0.5	29*	-3.4	x	6	12	-9	7	-12
CN1CCN(c2ccc(S(=O)(=O)N3CCCCC3)cc2NC(=O)c2cccc([N+](=O)[O-])c2)CC1
    -4.0	4	-3.9	-3	4	10	17	-2	11
COc1ccc(-c2oc3ncnc(NCCN4CCOCC4)c3c2-c2ccc(OC)cc2)cc1
    -3.6	-3	-1.8	1	1	-2	-28	-13	2
CC(=O)c1cccc(OCc2cc(C(=O)N3C[C@@H](C)O[C@@H](C)C3)no2)c1
    -1.9	-7	-2.4	3	-1	4	30	-9	-14
CCCCCC(=O)N1CCCC1
    -0.6	-9	-0.8	3	x	15	37	-11	4
COc1cccc(CC(NC(C)=O)C(=O)NC2CCN(C(=O)Nc3ccc(C)cc3)CC2)c1 (stereo not drawn)
    -2.2	1	-4.0	1	x	5	31	-8	-6
O=C(CCc1ccccc1)Nc1nnc(-c2ccc3c(c2)OCCO3)o1
    -5.2	0	-3.7	5	12	-18	49	-16	0
Cc1noc(C)c1C(=O)NCCc1ccccc1
    -3.2	0	-3.3	2	-2	11	17	-13	2
Cc1ccc(S(=O)(=O)CC2CSc3nc(N)cc(=O)n32)cc1 (stereo not drawn)
    -2.9	2	-4.7	0	3	14	5	-16	6
Clc1cccc(/C=N/N2CCN(Cc3ccccc3)CC2)c1
    -1.1	-5	0.5	0	1	12	41	-18	3
O=C(OCC(=O)N1CCC(Cc2ccccc2)CC1)c1ccccc1
    -0.3	-2	-0.5	0	6	6	1	-4	50
O=C(NC(=S)Nc1ccc(Br)cn1)c1cccs1
    -2.7	4	1.1	-2	2	8	16	-7	8
CCc1ccc2c(c1)cc(CN(C(=S)Nc1ccccc1)C1CC1)c1nnnn12
    -1.2	-7	-0.9	0	4	34	-26	5	1
COC(=O)Cc1ccc(NC(=S)NNC(=O)c2ccccc2Br)cc1
    -3.1	2	-2.0	2	-1	6	-12	5	1
Cc1ccc(S(=O)(=O)N2CC(C)N(C(=O)N3CCOCC3)C2)cc1 (stereo not drawn)
    -3.5	-4	-5.2	3	7	-4	17	-19	-10
Cc1cccc(C)c1OCC(=O)Nn1c(=O)[nH]c2ccccc2c1=O
    -0.7	3	-1.1	1	0	53	3	-4	-10
O=C(NC1CCCCC1)C12CC3CC(CC(Cl)(C3)C1)C2
    -3.1	5	-4.1	1	0	22	-11	-11	-4
COc1ccccc1N1CCN(C(=O)C(Sc2ccccc2)c2ccccc2)CC1 (stereo not drawn)
    -2.8	1	-3.7	0	5	37	18	3	7
O=C(COc1ccccc1-c1ccccc1)NNC(=O)NC1CCCCC1
    -2.3	0	-1.4	-2	0	3	32	-14	-2
O=[N+]([O-])c1cc2c(cc1CN1CCN(c3ccc(F)cc3)CC1)OCO2
    -1.4	9	-2.2	2	2	-21	x	2	23
CC1CCCN(C(C(=O)Nc2ccc3c(c2)OCCO3)c2ccccc2)C1 (stereo not drawn)
    -1.5	2	-0.1	1	0	21	50	-12	0
COc1ccc(-c2ccc(-c3nnn(CC(=O)N4CCOCC4)n3)cc2)cc1
    -1.3	6	1.4	-4	6	6	1	-8	2
CNc1nc(N)c([N+](=O)[O-])c(NCCO)n1
    -1.4	-2	-2.7	8	-2	12	-2	-7	1
CCOC(=O)c1ccc(NC(=O)COc2ccccc2CNCCc2ccccc2)cc1
    -0.3	-12	1.0	10	2	-19	8	31*	10

# Records listed so far marked active in M18AAP inhibitor:
# Values run as follows: IMP-1 inh	M18AAP inhibitor	VIM-2 inhibitor	IDE act	IDE inh	NALP1 inh	PHOSPHO1 block	GPR7 antag	pCIP destab
O=C(Nc1ccc(F)cc1)C1=CC(=O)N2CCN=C2S1
    0.5	29*	-3.4	x	6	12	-9	7	-12

# Carrying on:
# Values run as follows: IMP-1 inh	M18AAP inhibitor	VIM-2 inhibitor	IDE act	IDE inh	NALP1 inh	PHOSPHO1 block	GPR7 antag	pCIP destab
CCOC(=O)N1CCN(C(=O)CSCc2nc(-c3ccccc3C)oc2C)CC1
    -0.3	-9	-1.4	4	-1	-8	39	-4	2
COc1ccc(/C(C)=N/NC(=O)c2sccc2-n2cccc2)cc1
    -2.7	1	-2.1	-3	-2	5	11	-8	-4
COc1ccc(C(C)(C)C)cc1NC(=O)c1ccc2c(c1)SC1=NS(=O)(=O)CCN12
    -3.2	3	-1.6	-4	6	5	15	-8	12
COc1ccc(Cl)c(NC(=O)NCCN2CCN(c3ccccc3)CC2)c1
    -0.9	-13	-0.3	5	-7	15	24	-7	4
O=C(Nc1cccnc1)c1ccc(Cl)c([N+](=O)[O-])c1
    -3.4	-5	-3.5	7	3	-10	0	-10	4
C=C(C)Cn1c(-c2cccc([N+](=O)[O-])c2)n[nH]c1=S
    -3.1	18	2.9	4	5	-1	-19	-4	6
COc1ccc(C(=O)CN2C(=O)c3ccccc3C2=O)c(OC)c1C
    0.0	17	0.2	9	1	-4	31	-18	-10
CCSC(=Nc1ccccc1)C1=C(O)COC1=O
    -2.9	4	-2.8	5	-1	-7	30	-5	-13
Cn1cnc(S(=O)(=O)N2CCN(c3cccc(C(F)(F)F)c3)CC2)c1
    -5.1	7	-2.0	-2	-4	2	24	-7	-9
O=C(CN1C(=O)CSC1=O)Nc1ccccc1F
    -4.3	12	-1.6	7	2	13	-4	-7	-19
COc1ccccc1/C=C1\SC(=S)N(CCC(=O)NCCc2ccc(O)cc2)C1=O
    -1.0	-13	-0.3	-2	0	17	18	-15	-14
CCN(CC)c1ncnc2ccc(Br)cc12
    -0.6	-13	1.7	1	2	1	45	6	-6
CC(C)(C)c1cc(CN2CCN(CCC#N)CC2)cc(C(C)(C)C)c1O
    -2.9	-2	-0.2	-2	-2	12	14	0	-24
Cc1ccccc1C(=O)Nc1ccc(C(=O)N/N=C/c2ccc(O)c(Br)c2)cc1
    -1.8	1	-4.5	1	0	-10	15	8	-6
COc1ccc(NS(=O)(=O)c2cc(NC(=O)c3cnccn3)ccc2N2CCCC2)cc1
    0.0	-7	1.0	0	2	19	6	17	4
CCOC(=O)N1CCN(S(=O)(=O)c2ccc(C(=O)NNc3nc4c(C)cc(C)cc4s3)cc2)CC1
    -0.6	39*	-3.2	x	2	27	-6	-3	-10
CCn1cnc2cc(NCc3cccs3)ccc21
    -1.7	9	1.1	0	-4	9	44	8	7
CCOC(=O)N1CCN(C(=O)CSCc2ccccc2Cl)CC1
    -3.4	-2	1.3	-4	10	29	-6	-2	-17
c1ccc(CCSc2nccn2-c2ccccc2)cc1
    0.1	5	0.8	-3	-5	9	-26	2	-19
Cc1nc(-c2cc(C#N)c(=O)[nH]c2C)cs1
    -3.0	-5	-2.4	-2	7	x	32	-15	-7

# Filtered by structure, the entries above with a furan ring, fused or not.
# Values run as follows: IMP-1 inh	M18AAP inhibitor	VIM-2 inhibitor	IDE act	IDE inh	NALP1 inh	PHOSPHO1 block	GPR7 antag	pCIP destab
CC(=O)Nc1ccc2nc(NC(=O)c3ccc([N+](=O)[O-])o3)sc2c1
    -2.7	2	-3.5	2	0	3	-50	10	-20
COc1ccc(-c2oc3ncnc(NCCN4CCOCC4)c3c2-c2ccc(OC)cc2)cc1
    -3.6	-3	-1.8	1	1	-2	-28	-13	2

# The listing continues:
# Values run as follows: IMP-1 inh	M18AAP inhibitor	VIM-2 inhibitor	IDE act	IDE inh	NALP1 inh	PHOSPHO1 block	GPR7 antag	pCIP destab
S=C(Nc1ccccc1)Nc1nc2ccccc2n1CCOc1ccccc1
    -4.5	-27	-2.0	-22	29*	16	11	-8	10
COc1ccc(NC(=O)c2ccco2)cn1
    -0.8	7	-0.5	3	0	1	28	-1	-1
O=C(CCCN1C(=O)c2ccccc2C1=O)Nc1ccc(S(=O)(=O)N2CCCCC2)cc1
    -7.0	1	-2.9	-2	-3	-5	-29	1	-5
CCn1c(SCC(=O)N2CCOCC2)nc2sc3c(c2c1=O)CCCC3
    -2.7	-12	-0.9	-14	4	2	7	-12	10
CN(C)CCN(C(=O)c1ccc2c(c1)OCCO2)c1nc2cc3c(cc2s1)OCO3
    -0.3	4	-2.8	1	3	32	28	2	-5
COc1ccc(OCCC(=O)c2ccc(OC)cc2)cc1
    -2.1	-21	-4.1	5	3	24	20	0	-7
COc1cc(/C=C2/C(=O)NN(c3ccc(Cl)cc3)C2=O)cc(Br)c1O
    9.7*	9	-3.8	-5	4	20	15	-4	11
COc1ccc(NC(=S)NCc2ccc(S(N)(=O)=O)cc2)c(OC)c1
    -2.8	-5	-3.4	3	4	22	4	-9	-1
COc1ccc(CNc2cc(NCCCO)c([N+](=O)[O-])c3nonc23)cc1
    -0.9	-2	2.3	-5	-1	6	23	-6	-23
COc1ccc(C(NC(=O)c2cc(OC)ccc2OC)c2ccccc2)cc1 (stereo not drawn)
    -1.1	5	-1.1	1	-8	29	30	-4	-9
Cc1ccc(N2CCN(CC3CC=CCC3)CC2)cc1 (stereo not drawn)
    -1.3	3	-3.4	-5	8	-6	1	-6	4
CSc1cccc(NC(=O)Nc2nc3c(C)cccc3s2)c1
    -0.8	2	0.0	-2	-2	14	-20	23	14
CNC(=O)c1ccc(Nc2nnc(C)c3ccccc23)cc1
    -5.8	-4	-2.1	1	8	4	14	-22	5
Cc1ccccc1C(=O)Nc1ccccn1
    -2.9	3	-1.2	4	1	x	-2	1	-12
Cc1nn(-c2ccccn2)c2nc(-c3cccs3)cc(C(=O)N3CCOCC3)c12
    -1.8	5	4.1	4	-4	13	14	-8	-11
Cc1cc2[nH]c(=O)c(=O)[nH]c2cc1S(=O)(=O)NCc1ccccc1
    -4.1	6	-3.4	7	3	16	17	-1	8
O=C(Nc1ccccc1-c1ccccc1)c1cc(C(F)(F)F)cc(C(F)(F)F)c1
    -2.3	-8	-0.3	0	5	14	6	8	-2
O=C(COc1ccccc1)N1CCN(C(=O)Cc2ccccc2)CC1
    -3.1	-5	0.3	0	5	4	-13	-9	-5
COc1ccc(-c2cc3cc(OC)c(OC)cc3c(C)n2)cc1
    -2.7	3	0.2	-1	-1	x	19	-15	-8
CC(=O)Nc1nc(CCN2C(=O)c3ccccc3C2=O)cs1
    -2.4	-2	0.0	3	-1	9	53	-5	0
Cc1ccc(/C=N/NC(=O)NC23CC4CC(CC(C4)C2)C3)o1
    -0.2	9	-3.3	0	1	16	16	-14	0
Cc1nc2ccccc2nc1N1CCCC1
    0.2	3	-0.5	4	10	13	29	3	-3
